# Compound activity from PubChem BioAssay.
# PTPN22 act – activators of human LYP (PTPN22) phosphatase; recombinant LYP, DiFMUP fluorescence; 0 = plate median, 100 = signal doubled; activation, % at 2 µM; 96,000 tested, 0.11% active; AID 697;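 active means activation at 2 µM above a set limit, the mean plus 5 SD, cut at about 37% in these data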
# sEH activator – activators of human soluble epoxide hydrolase | P34913 | purified human sEH enzymatic activity, activator screen | activation, % at 2 µM | 91,000 tested, 0.04% active; in the data active means activation above about 37%; further: values of inactives mirror those of a sister screen read the other way
# Target sequence (P34913 whole entry, looked up): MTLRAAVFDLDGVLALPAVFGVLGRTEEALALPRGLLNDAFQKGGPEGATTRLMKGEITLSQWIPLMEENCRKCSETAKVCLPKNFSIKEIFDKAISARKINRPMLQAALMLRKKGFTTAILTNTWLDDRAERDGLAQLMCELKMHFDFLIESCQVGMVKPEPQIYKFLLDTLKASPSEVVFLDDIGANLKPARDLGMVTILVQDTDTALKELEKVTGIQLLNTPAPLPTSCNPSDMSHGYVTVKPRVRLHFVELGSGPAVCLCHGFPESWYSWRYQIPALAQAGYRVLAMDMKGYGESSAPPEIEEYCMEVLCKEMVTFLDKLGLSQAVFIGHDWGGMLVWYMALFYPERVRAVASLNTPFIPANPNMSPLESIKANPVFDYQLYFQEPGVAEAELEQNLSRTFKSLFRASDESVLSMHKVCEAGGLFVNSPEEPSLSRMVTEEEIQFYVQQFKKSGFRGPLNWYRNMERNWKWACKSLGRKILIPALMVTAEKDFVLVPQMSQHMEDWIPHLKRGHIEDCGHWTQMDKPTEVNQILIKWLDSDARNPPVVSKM
# S1P2 ag – agonists of human S1P2 receptor; S1P2-expressing cell line, agonist reporter read-out; activation, % at 4.5 µM; AID 729; 97,000 tested, 0.46% active; in the data active means activation above about 16%;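 further: 0% = vehicle low control and 100% = maximal reference agonist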
# Target sequence (O95136 whole entry, looked up): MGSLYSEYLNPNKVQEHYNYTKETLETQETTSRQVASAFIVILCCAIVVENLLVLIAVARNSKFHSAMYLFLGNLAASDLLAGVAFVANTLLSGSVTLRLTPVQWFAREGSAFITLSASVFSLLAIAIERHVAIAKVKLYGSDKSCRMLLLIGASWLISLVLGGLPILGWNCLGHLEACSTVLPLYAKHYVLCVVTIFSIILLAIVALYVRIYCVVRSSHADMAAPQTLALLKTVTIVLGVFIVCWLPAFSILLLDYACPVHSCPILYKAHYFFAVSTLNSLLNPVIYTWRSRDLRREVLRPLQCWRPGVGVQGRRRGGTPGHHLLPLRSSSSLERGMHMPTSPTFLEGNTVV
# HUVEC prolif 384 – inhibitors of human endothelial cell proliferation. HUVEC proliferation, CellTiter-Glo luminescence, 72 h; stronger effect = lower value. viability, % at 10 µM (by protocol). 86,000 tested, 1.1% active. AID 648;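 active means viability at or below 30%; inactive means viability above 30%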;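 further: 100% = median luminescence of DMSO-only cell control wells on each plate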
# PostGolgi ctrl – yeast control strain growth, post-Golgi counter-screen; efflux-deficient yeast background strain, growth absorbance A615, 16 h; 98,000 tested, 5% active; inhibition, % at 10 µM; AID 738; in the data active means inhibition above about 30%
# H69AR growth 86K – growth inhibitors of human H69AR lung tumor cells. viability, % at 10 µM. AID 598. H69AR lung tumor viability, ATP luminescence, 72 h; stronger effect = lower value. 85,000 tested, 6% active;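 active means viability at or below 40%; inactive means viability above 40%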;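 further: multidrug resistant small cell line overexpressing MRP-1 efflux transporter; 100% = mean luminescence of untreated control wells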
# Fibroblast inh – blocks proliferation of human lung fibroblasts; 85,000 tested, 1.1% active; LL 47 human lung fibroblast viability, ATP luminescence; stronger effect = lower value; AID 719; viability, % at 10 µM;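 active means viability at or below 50% in the single dose screen; inactive means viability above 50%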;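 further: compound exposure lasted 72 h before the ATP readout; 100% = median luminescence of untreated cell-only wells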
#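 Assay system: human lung fibroblast line LL 47, low passage. Input: 1,150 fibroblasts seeded per well. Times: overnight cell rest, 72 h compound treatment at 37 °C. Evaluation: % viability of median cell-only signal. Technique: luminescent ATP detection, CellTiter-Glo. Control set: cell-only wells, no compound.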
# S1P2 blocker – S1P2 (human) receptor antagonism; O95136; cell-based S1P2 antagonist assay, inhibition at 5 uM; inhibition, % at 5 µM; 97,000 tested, 0.21% active; in the data active means inhibition above about 45%;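 further: CRE beta-lactamase reporter cells expressing human S1P2 stimulated with S1P; 0% = agonist at EC80 alone and 100% = agonist plus reference antagonist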
# sEH inhibitor – inhibitors of human soluble epoxide hydrolase | P34913 | recombinant human sEH enzymatic activity assay | inhibition, % at 2 µM | 91,000 tested, 0.34% active; in the data active means inhibition above about 80%; further: values of inactives mirror those of a sister screen read the other way; many of its hits are not listed in these tables
# * marks the source's active call; other numbers are inactive results; · = not tested or not shown.
SMILES,PTPN22 act,sEH activator,S1P2 ag,HUVEC prolif 384,PostGolgi ctrl,H69AR growth 86K,Fibroblast inh,S1P2 blocker,sEH inhibitor
O=C(Nc1ccon1)c1cc2c(s1)CCCCCC2,-12,-31,1,98,9,93,101,-2,33
CC1=CC(C)(C)N(C(=O)CN2C(=O)c3ccccc3C2=O)c2ccc(C)cc21,6,15,-1,114,·,97,106,-5,-16
Cc1ccc(S(=O)(=O)N2CCN(Cc3ccccc3C(F)(F)F)CC2)cc1,-4,-11,-3,94,20,74,96,9,12
Cc1cc(O)ccc1C1(c2ccc(O)cc2C)OC(=O)c2ccccc21,0,3,1,101,·,86,105,-25,2
CCn1c(SCC(=O)c2ccc(F)cc2)nnc1-c1ccoc1C,4,10,-6,102,12,94,102,7,-10
O=S(=O)(N1CCOCC1)N1CCN(c2ccc(F)cc2)CC1,-3,-1,-4,90,5,91,101,-1,-4
Cc1cc(NC(=O)CSc2nccn2-c2ccc(F)cc2)no1,2,-4,-4,101,1,90,94,-6,6
COc1ccc(-n2nnnc2SCC(=O)NCc2ccco2)cc1OC,9,-2,-3,83,15,97,91,-23,2
O=C(COc1ccccc1)Nc1nnc(-c2ccc(Cl)s2)o1,·,·,-6,95,20,93,104,7,·
COc1ccc(/C=C2/CCOC2=O)cc1,-6,-1,-9,·,0,·,·,-10,-2
Cc1ccccc1CSCC(=O)NC(=O)NCc1ccco1,·,·,·,101,-8,87,102,·,·
CCOc1ccc2[nH]c(=O)c(CN(CCO)C(=O)c3ccc(OC)c(OC)c3)cc2c1,0,-4,-1,89,14,97,105,-8,3
CC(C)C12CN3CC(C(C)C)(CN(C1)C3c1ccco1)C2=O (configuration not stated),-6,14,-2,100,12,98,109,18,-12
COc1cccc(CNC(=O)CCn2c(=O)oc3ccccc32)c1,6,-6,-5,98,-7,91,100,-12,6
O=C(NC1CCCCC1)N1CCCc2ccccc21,·,·,·,91,2,101,98,·,·
CC(C)COc1ccc(-c2nnc(-c3ccncc3)o2)cc1,2,-9,-4,74,3,80,98,3,7
O=C(NCCCCNC(=O)c1ccc(Br)s1)c1ccc(Br)s1,-11,-13,-1,·,1,·,·,-5,14
CN(C)C(=O)C(=O)c1cccn1-c1ccccc1C#N,-11,-6,-2,93,-6,102,107,1,5
O=c1c2c3n(c(=S)nc2[nH]n1-c1ccccc1)CCCCC3,1,-1,-2,99,62*,109,104,-23,3
COc1ccccc1OCc1ccc(C(=O)NCCN(C)C)o1,-1,7,-7,94,-5,96,98,-10,-5

# Next section, starting with the last 3 of the part before.
SMILES,PTPN22 act,sEH activator,S1P2 ag,HUVEC prolif 384,PostGolgi ctrl,H69AR growth 86K,Fibroblast inh,S1P2 blocker,sEH inhibitor
CN(C)C(=O)C(=O)c1cccn1-c1ccccc1C#N,-11,-6,-2,93,-6,102,107,1,5
O=c1c2c3n(c(=S)nc2[nH]n1-c1ccccc1)CCCCC3,1,-1,-2,99,62*,109,104,-23,3
COc1ccccc1OCc1ccc(C(=O)NCCN(C)C)o1,-1,7,-7,94,-5,96,98,-10,-5
COc1ccc(NC(C)=O)cc1NC(=O)CN1CCN(c2ccccn2)CC1,·,·,·,105,19,86,111,·,·
CC(C)CCNC(=O)C(c1ccco1)N(Cc1cccs1)C(=O)Cn1nnc2ccccc21 (configuration not stated),·,·,·,97,-4,89,105,·,·
CCOc1ccc(NC(=O)N2CCC(n3nnc4cc(C)ccc43)CC2)cc1,-3,-32,-7,96,7,100,106,6,34
CCn1c(CNC(=O)C(C)(C)C)nc2ccccc21,-6,-1,-3,96,4,91,103,15,4
c1coc(-c2nc(-c3ccncc3)no2)c1,2,17,0,93,2,107,91,16,-17
COc1ccccc1NC(=O)C1CCCN(c2nc(C)cc(C)n2)C1 (configuration not stated),-4,4,-1,98,·,90,102,-25,-5
CCCCCCCCCSc1n[nH]c(N)n1,4,-4,-7,·,12,·,·,4,7
O=C(O)CCSc1nc2ccccc2c(=O)[nH]1,7,-6,-7,82,18,89,99,-17,5
Cc1noc2c1C(c1ccc(N(C)C)cc1)C1=C(CC(C)(C)CC1=O)N2 (configuration not stated),-4,-13,-5,·,11,·,·,-13,12
CC1c2[nH]c3ccccc3c2CCN1C(=O)Nc1ccccc1 (configuration not stated),-8,12,-9,82,·,25*,99,-3,-10
Cc1ccc(C)c(NC(=O)CCC(=O)NNC(=O)C(c2ccccc2)c2ccccc2)c1,3,-8,-7,·,-4,·,·,9,9
O=C(CSc1nnc(COc2ccc(F)cc2)o1)N1c2ccccc2CCc2ccccc21,·,·,·,109,18,1.9*,84,·,·
O=C1CCCN1CCCNc1ncnc2c1[nH]c1ccccc12,6,10,-11,81,5,·,88,15,-9
O=C1CCCc2nn(-c3ccccc3)nc21,0,-7,-3,101,·,88,98,0,12
CCOC(=O)C1CCN(C(=O)c2oc3ccc(S(=O)(=O)N4CC(C)CC(C)C4)cc3c2C)CC1 (configuration not stated),-5,21,-10,92,5,71,98,25,-20
O=C(Nc1ccc(-n2ccnc2P(=O)(O)c2ccccc2)cc1)c1ccccc1Br,-3,7,-5,·,13,·,·,-16,-9
Cc1cnc(NC(=O)CCCSc2nc3ccccc3s2)s1,-3,4,-1,72,-7,61,102,5,-4
CC(=O)c1c(O)cc(=O)n(-c2ccccc2)c1-c1ccc(C)cc1,-1,7,-4,·,-5,·,·,12,-10
CCOC(=O)CSc1nc2ccccc2c(=O)[nH]1,·,·,-3,94,2,94,99,-1,·
COc1ccc(/C=C2\CCCC3C2=NN(C(=O)c2ccco2)C3c2ccc(OC)c(OC)c2)cc1OC (configuration not stated),-2,8,-8,·,5,·,·,0,-6

# Just PostGolgi ctrl, PTPN22 act and H69AR growth 86K, for some of the entries so far:
smiles | PostGolgi ctrl | PTPN22 act | H69AR growth 86K
COc1ccccc1NC(=O)C1CCCN(c2nc(C)cc(C)n2)C1 (configuration not stated) | · | -4 | 90
CCCCCCCCCSc1n[nH]c(N)n1 | 12 | 4 | ·
O=C(Nc1ccc(-n2ccnc2P(=O)(O)c2ccccc2)cc1)c1ccccc1Br | 13 | -3 | ·
Cc1cnc(NC(=O)CCCSc2nc3ccccc3s2)s1 | -7 | -3 | 61
O=C(CSc1nnc(COc2ccc(F)cc2)o1)N1c2ccccc2CCc2ccccc21 | 18 | · | 1.9*
CC1c2[nH]c3ccccc3c2CCN1C(=O)Nc1ccccc1 (configuration not stated) | · | -8 | 25*

# (continued)
SMILES,PTPN22 act,sEH activator,S1P2 ag,HUVEC prolif 384,PostGolgi ctrl,H69AR growth 86K,Fibroblast inh,S1P2 blocker,sEH inhibitor
Nc1ccc2c(c1)ncn2CCCn1cnc2cc(N)ccc21,-7,-6,-6,94,5,105,·,2,8
Cc1ccc2oc(-c3ccco3)nc2c1,-1,-5,-4,91,0,93,104,18,4
CC(=O)c1cccc(NC(=O)CC2SC(N3CCCCC3)=NC2=O)c1 (configuration not stated),6,14,-3,95,-5,100,103,8,-9
Cn1c(=O)c2c(nc(N3CCOCC3)n2Cc2c(F)cccc2Cl)n(C)c1=O,2,-4,-8,94,12,53,97,1,2
Cn1c(=O)[nH]c(=O)c2c1ncn2CCN1CCOCC1,7,-6,-3,103,18,103,102,-6,11
N#C/C(=C\N1CCOCC1)c1ccccc1,-6,13,-5,85,20,86,107,-18,-15
CCSc1nnc(-c2cnn(-c3ccccc3)c2-n2cccc2)n1C,1,-7,-5,97,6,92,108,-24,8
CCCCN(CCCC)c1nc2ccccc2nc1NS(=O)(=O)c1ccc(NC(C)=O)cc1,1,14,-1,78,7,12*,92,-6,-16
O=C(CCS(=O)(=O)Cc1ccccc1)N1CCN(Cc2ccccc2)CC1,15,5,1,99,6,95,96,-3,-2
CC12CCC(C(=O)NCc3ccccn3)(OC1=O)C2(C)C (configuration not stated),-10,-9,-4,99,28,96,97,6,10
COc1ccc(CN/C=C2\CCCCC2=O)cc1,-7,15,-2,100,-1,96,112,-4,-16
CCOC(=O)CSc1nnc(CNC(=O)c2ccc(S(=O)(=O)N3CCCCC3)cc2)n1C,3,6,-4,92,7,92,102,-3,-3
O=C(NC1CCCCC1)C(c1ccccn1)N(C(=O)Cc1cccs1)c1ccc(Cl)cc1 (configuration not stated),-9,-12,-7,·,19,·,·,11,15
C=CCn1c(C(C)NC(=O)COC)nc2ccccc21 (configuration not stated),·,·,·,102,14,106,102,·,·
COCCCN(C(=O)Nc1ccccc1)C(C)c1ccncc1 (configuration not stated),7,16,-2,93,5,100,105,14,-17
O=C(O)c1[nH]c2ccccc2c1NS(=O)(=O)Cc1ccccc1,-7,-33,-4,91,7,100,102,14,34
Fc1ccc(C(c2nnnn2Cc2ccco2)N2CCN(C3CCCCC3)CC2)cc1 (configuration not stated),-1,22,-8,·,-2,·,·,7,-20
Cc1ccccc1Cc1c(C)nc2c(C(=O)NCc3ccc4c(c3)OCO4)cnn2c1C,-4,7,-1,71,20,29*,96,-3,-4
O=C(CSc1nc2ncccc2[nH]1)Nc1ccc2c(c1)OCCO2,0,6,-4,90,1,93,97,-3,-7
CCn1c(CCNC(=O)c2ccc(F)cc2)nc2ccccc21,-2,-9,-5,100,0,83,99,16,8
COc1ccc(C2(C(=O)NC3CCCCC3)CCOCC2)cc1OC,-2,4,-2,91,30,93,100,-25,-6
CCOC(=O)Nc1c(O)ccc2oc(C)c(-c3ccccc3)c12,-7,-7,-5,100,18,103,94,6,7
Cc1ccc(C)c(CN2C(=O)C3CCCN3c3ccc(C#N)cc32)c1 (configuration not stated),0,3,-1,·,9,·,·,4,-3
COc1ccc(C(=O)/C=C/Nc2ccc([N+](=O)[O-])cc2C)c(OC)c1,-1,18,-6,·,-3,·,·,10,-14
Cc1ccc(-c2noc(C3CCN(C(=O)Nc4ccc(C#N)cc4)CC3)n2)o1,9,·,0,95,20,72,100,4,·
COc1ccc(C(=O)NN(c2ccccc2)c2ccccc2)cc1,1,3,0,·,9,·,·,6,-5
CCC(Sc1nc(C)cc(=O)[nH]1)C(=O)Nc1nc2c(s1)CCCC2 (configuration not stated),-23,7,0,91,-2,90,98,7,-7
CC(=O)Nc1sc2c(c1C#N)CCCC2,-6,-1,-2,98,9,82,103,-13,-1
CSc1nnc(-c2cccc(C)c2)n1N,5,-12,-4,102,12,110,106,-6,15
COc1ccc(-c2cn(/N=C/c3ccc(Cl)cc3Cl)c(N)n2)cc1,-13,14,-8,67,12,100,106,-32,-17
COc1ccc(S(=O)(=O)NCCSc2ccccc2)cc1OC,2,-12,0,96,2,90,104,-19,13
c1cnc2ccc(C(c3nnnn3C3CCCCC3)N3CCN(C4CCCCC4)CC3)cc2c1 (configuration not stated),-5,1,-3,84,·,95,101,6,0
C(=N\n1cncn1)/c1ccc(N2CCOCC2)cc1,-9,9,-5,·,8,·,·,7,-7
O=C(CSc1nnc(-c2ccccc2)c(-c2ccccc2)n1)NCc1ccco1,4,-8,-3,66,·,20*,89,-16,10
Brc1cccc(-c2nnc3sc(CN4CCCCC4)cn23)c1,5,2,-6,73,8,80,94,14,1
CCCCC(C(=O)NCCC(C)C)N(CCCN1CCOCC1)C(=O)c1snc(C(N)=O)c1N (configuration not stated),-15,6,-6,86,5,91,85,-5,-7
CN(CP(=O)(O)CCc1ccccc1)S(C)(=O)=O,23,12,-4,96,11,98,93,18,-13
Cc1ccc(F)cc1NC(=O)C12CC3CC(C1)CC(n1cnc([N+](=O)[O-])n1)(C3)C2,-5,-8,-2,·,-2,·,·,-8,8
NC(=O)c1ccccc1OCC(=O)NS(=O)(=O)c1ccccc1,-3,7,-5,100,6,96,104,7,-10
CC(C)CCNC(=O)CN(Cc1ccc2c(c1)OCO2)C(=O)Cn1nnc(-c2cccs2)n1,-10,-23,-3,95,8,66,94,23,23
Cc1cccc(C)c1NC(=O)C(C)c1ccc(-c2ccccc2)c(F)c1 (configuration not stated),-4,0,-3,·,26,·,·,-1,2
c1ccc2c(c1)CCN(c1nc3cc4c(cc3s1)OCO4)C2,-3,-1,-5,·,8,·,·,3,3
O=C(CSc1ccccc1C(=O)O)NCc1ccco1,-4,3,-2,86,6,49,102,25,-2

# The list is partial; rates above refer to the full screens.
